hDAT+cocaine: changed human dopamine transporter uptake under cocaine IC80; 1.3% of 110,000 active; LLC-PK1 hDAT cells, [14C]-dopamine uptake with cocaine IC80; actives deviate in either direction; B-score at 10 µM; AID 449768;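 active means Z score or B-score, a plate-position-corrected score, falls beyond the plate's 99.7% confidence bounds, in either direction; inactive means both scores lie inside the 99.7% bounds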;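 further: scored against the spread of the other compound wells on the same plate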
Target sequence (Q01959 whole entry, looked up): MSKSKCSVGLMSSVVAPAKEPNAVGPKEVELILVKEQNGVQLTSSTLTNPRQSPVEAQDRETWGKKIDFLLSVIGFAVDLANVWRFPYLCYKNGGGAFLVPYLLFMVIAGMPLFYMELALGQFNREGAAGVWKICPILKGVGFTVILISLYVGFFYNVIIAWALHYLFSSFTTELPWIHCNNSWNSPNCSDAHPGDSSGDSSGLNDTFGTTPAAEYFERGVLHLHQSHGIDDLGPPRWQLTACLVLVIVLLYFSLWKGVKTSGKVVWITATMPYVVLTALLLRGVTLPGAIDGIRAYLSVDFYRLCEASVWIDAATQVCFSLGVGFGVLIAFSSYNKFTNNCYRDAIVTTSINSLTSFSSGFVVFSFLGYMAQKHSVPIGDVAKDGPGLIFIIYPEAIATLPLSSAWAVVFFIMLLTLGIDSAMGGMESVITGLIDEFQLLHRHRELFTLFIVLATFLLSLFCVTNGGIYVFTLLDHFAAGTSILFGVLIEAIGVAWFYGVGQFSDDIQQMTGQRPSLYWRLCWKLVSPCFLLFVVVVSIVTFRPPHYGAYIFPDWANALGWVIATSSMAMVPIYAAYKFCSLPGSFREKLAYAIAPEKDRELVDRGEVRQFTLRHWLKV
S1P2 blocker: blocks the human S1P2 receptor. O95136. cell-based S1P2 antagonist assay, inhibition at 5 uM. inhibition, % at 5 µM. 0.21% of 97,000 active. AID 736; in the data active means inhibition above about 45%;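 further: CRE beta-lactamase reporter cells expressing human S1P2 stimulated with S1P; 0% = agonist at EC80 alone and 100% = agonist plus reference antagonist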
Target sequence (O95136 whole entry, looked up): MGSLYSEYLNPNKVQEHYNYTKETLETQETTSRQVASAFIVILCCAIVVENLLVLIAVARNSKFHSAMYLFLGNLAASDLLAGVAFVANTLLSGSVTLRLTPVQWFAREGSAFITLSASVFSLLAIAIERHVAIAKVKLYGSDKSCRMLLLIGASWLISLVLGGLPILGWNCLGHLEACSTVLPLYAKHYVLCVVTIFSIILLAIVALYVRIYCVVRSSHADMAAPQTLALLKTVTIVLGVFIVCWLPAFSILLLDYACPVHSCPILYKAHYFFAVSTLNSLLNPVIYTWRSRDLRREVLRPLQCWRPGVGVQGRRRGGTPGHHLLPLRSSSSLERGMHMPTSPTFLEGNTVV
HUVEC inhibit: human endothelial cell proliferation inhibition. viability, % at 10 µM (by protocol). HUVEC proliferation, CellTiter-Glo luminescence, 72 h; hits give low values. AID 648. 1.1% of 86,000 active;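 active means viability at or below 30%; inactive means viability above 30%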;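 further: 100% = median luminescence of DMSO-only cell control wells on each plate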
H69AR inhibit: growth inhibitors of human H69AR lung tumor cells. H69AR lung tumor viability, ATP luminescence, 72 h; hits give low values. viability, % at 10 µM. 6% of 85,000 active. AID 598;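 active means viability at or below 40%; inactive means viability above 40%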;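 further: multidrug resistant small cell line overexpressing MRP-1 efflux transporter; 100% = mean luminescence of untreated control wells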
Ecoli WT expand: growth inhibitors of E. coli BW25113 wild type; OD600 absorbance; growth inhibition, % at 100 µM; 0.15% of 98,000 active;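 active means growth inhibition above about 50% at one test dose, limit read from the data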;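 further: growth measured after 20 h incubation at 37 °C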
S1P2 ag: activates the human S1P2 receptor. S1P2-expressing cell line, agonist reporter read-out. O95136. 0.46% of 97,000 active. activation, % at 4.5 µM; in the data active means activation above about 16%;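 further: 0% = vehicle low control and 100% = maximal reference agonist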
PostGolgi ctrl: inhibits growth of the yeast control strain; 5% of 98,000 active; efflux-deficient yeast background strain, growth absorbance A615, 16 h; inhibition, % at 10 µM
Lung fibro prol: blocks proliferation of human lung fibroblasts. 1.1% of 85,000 active. LL 47 human lung fibroblast viability, ATP luminescence; hits give low values. viability, % at 10 µM;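 active means viability at or below 50% in the single dose screen; inactive means viability above 50%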;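 further: compound exposure lasted 72 h before the ATP readout; 100% = median luminescence of untreated cell-only wells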
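Material: Human LL 47 lung fibroblast cells | Input: 1,150 cells/well | Buffer or medium: IMEM plus 15% FBS | Compound dosing: 0.1% DMSO in all compound wells | Times: Overnight cell rest, 72 h compound treatment at 37 °C | Signal: CellTiter-Glo luminescence measuring cellular ATP | Measure: % viability versus median cells-only luminescence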
PostGolgi yeast: growth inhibition of a yeast mutant, post-Golgi transport screen; post-Golgi transport phenotypic cell assay; inhibition, % at 10 µM; 0.9% of 98,000 active; AID 739;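 further: yeast cells grown in 1536-well plates; yeast grown about 18 h at 30C before absorbance read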
Numbers without * were called inactive; nt = no result given; & = joins results of further samples. Unless noted, no stated cut-off is given here; in the data, active means inhibition above about 30%; inactive means the rest.

Preview:
SMILES	hDAT+cocaine	S1P2 blocker	HUVEC inhibit	H69AR inhibit	Ecoli WT expand	S1P2 ag	PostGolgi ctrl	Lung fibro prol	PostGolgi yeast
Clc1ccc2[nH]cc(-c3nnnn3-c3ccc4ccccc4c3)c2c1	0.98	17	nt	nt	-4	-4	2	nt	-11
CC(C)n1c(N2CCN(CC(=O)Nc3ccc4c(c3)OCCO4)CC2)nc2ccccc21	3.1	-2	98	94	8	-9	4	97	5
COc1ccc(-c2cc(C(F)(F)F)n3nc(C(=O)N4CCCCC4)cc3n2)cc1	-0.19	-17	nt	nt	-5	0	28	nt	2
CCC(=O)OCCCCCCOc1ccc(C(=O)O)cc1	-0.65	13	nt	nt	-3	0	8	nt	-37
COc1nc(OC)nc(N2CCC(NC(=O)C(Cc3ccc(C(C)C)cc3)NC(C)=O)CC2)n1 (configuration not stated)	1.2	7	84	50	6	-12	-8	92	7

All compounds of this part, repeating the preview:
SMILES	hDAT+cocaine	S1P2 blocker	HUVEC inhibit	H69AR inhibit	Ecoli WT expand	S1P2 ag	PostGolgi ctrl	Lung fibro prol	PostGolgi yeast
Clc1ccc2[nH]cc(-c3nnnn3-c3ccc4ccccc4c3)c2c1	0.98	17	nt	nt	-4	-4	2	nt	-11
CC(C)n1c(N2CCN(CC(=O)Nc3ccc4c(c3)OCCO4)CC2)nc2ccccc21	3.1	-2	98	94	8	-9	4	97	5
COc1ccc(-c2cc(C(F)(F)F)n3nc(C(=O)N4CCCCC4)cc3n2)cc1	-0.19	-17	nt	nt	-5	0	28	nt	2
CCC(=O)OCCCCCCOc1ccc(C(=O)O)cc1	-0.65	13	nt	nt	-3	0	8	nt	-37
COc1nc(OC)nc(N2CCC(NC(=O)C(Cc3ccc(C(C)C)cc3)NC(C)=O)CC2)n1 (configuration not stated)	1.2	7	84	50	6	-12	-8	92	7
O=C(NCc1ccco1)c1nn2c(C(F)(F)F)cc(-c3cccs3)nc2c1Br	-0.67	-8	66	32*	-13	-4	2	79	-10
CCc1cc2c(=O)[nH]c(Cc3ccccc3)nc2s1	0.2	-11	nt	nt	5	-4	6	nt	-6
CCOC(=O)N1CCN(C(=O)C(C)N(c2ccc(Oc3ccccc3)cc2)S(C)(=O)=O)CC1 (configuration not stated)	1.5&1.6	nt	111	34*	-6	nt	12	nt	0
[O-][N+]1=c2ccc(Nc3ccccc3)cc2=NC12CCCCC2	-0.43	48*	4.6*	1.2*	23	-11	5	13*	-11
Cc1cc(/C=N/n2cnnc2)c(C)n1-c1ccc(OCc2ccc(Cl)cc2)cc1	0.64	77*	64	5.8*	-8	-7	78*	82	11
CC(=O)/C(=C\Nc1ccc(OCc2ccccc2)cc1)c1ccccc1	-2.3	6	nt	nt	-17	-11	3	nt	-11
COc1ccc(OC)c(NC(=O)C2C3CCC(C3=C(C)C)C2C(=O)O)c1 (configuration not stated)	nt	17	101	94	7	-6	-7	98	-6
CC(C)Oc1ccc2c3c(c(=O)oc2c1)CCC3	-1	3	106	93	-1	-2	6	99	-5
O=C(CN1C(=O)c2cccc3cccc(c23)C1=O)N1CCCCCC1	0.12	13	nt	nt	-1	-5	11	nt	-4
CCCC(=O)Nc1sc2c(c1C#N)CCCCC2	1.4	-18	82	99	nt	-1	nt	100	nt
O=C(CSc1nnc(-c2ccc3c(c2)OCCO3)o1)N1CCCC1	-0.56	-14	99	88	4	0	8	98	0
N#Cc1c(-c2ccccc2)cc(-c2ccccc2)nc1SCc1nnc(-c2ccccc2)o1	-0.16	13	nt	nt	-13	-10	20	nt	-4
Cc1cnc(NC(=O)CSc2nnc(Cc3ccccc3)o2)s1	-0.46	-4	89	84	4	-3	4	89	-7
O=c1cc(CO)oc(C(Nc2ccccn2)c2ccccc2F)c1O (configuration not stated)	0.4	-3	98	98	nt	-4	nt	100	nt
CSc1nc(-c2ccc(Cl)cc2)nn1S(=O)(=O)c1ccccc1	0.11	-9	107	93	nt	-9	nt	99	nt
CCn1c(=S)[nH]c2ccccc21	-0.5	14	90	98	6	-7	10	100	-2
COCCNC(=O)c1ccc(NS(C)(=O)=O)cc1	-1.1	3	87	92	-4	-6	2	90	-6
CC(CN1CCCCC1)OC(=O)c1ccc(Cl)cc1 (configuration not stated)	-0.87	21	95	98	-15	-5	10	104	-1
Cc1ccc(N2C(=O)c3ccc(C(=O)N4CCN(c5ccccc5F)CC4)cc3C2=O)cc1	-0.042	nt	108	97	-3	nt	11	112	-2
O=C(CCC1CCCCC1)N1CCN(Cc2ccc3c(c2)OCO3)CC1	0.98	6	87	83	14	-1	38*	86	73*
SMILES	hDAT+cocaine	S1P2 blocker	HUVEC inhibit	H69AR inhibit	Ecoli WT expand	S1P2 ag	PostGolgi ctrl	Lung fibro prol	PostGolgi yeast
CSc1cccc(NC(=O)c2ccco2)c1	0.21	5	89	95	0	1	-8	96	8
C=C(Br)Cn1c(CC)nc2ccccc21	0.42	-9	107	101	2	-3	-5	96	8
O=C(NCc1ccco1)c1cc2nc(-c3ccc4c(c3)OCO4)cc(C(F)(F)F)n2n1	0.11	-28	77	nt	-11	5	7	74	-1
O=C(CCCC(=O)N(CC(=O)NC1CCCC1)C1CCCC1)Nc1ccccn1	0.37	4	102	92	-3	-2	34*	98	0
CC(C)(C)n1nnnc1C(c1cc2cc3c(cc2[nH]c1=O)OCO3)N1CCN(c2ccccc2)CC1 (configuration not stated)	0.52	-5	99	96	-1	-11	-2	91	3
CCOC(=O)c1c(C)n(C)c2ccc(OC(=O)c3ccco3)cc12	0.32	-6	96	90	-8	-6	7	106	-2
CCc1ccc(NC(=O)NCCN2CCc3ccccc3C2)cc1	0.36	20	nt	nt	8	-7	7	nt	0
COc1cc(-c2cc(OC)c3c(C)oc(C)c3c(=O)c2)ccc1O	0.86	-3	72	30*	7	-1	45*	86	7
Cc1ccc[n+](/C(C(=S)NCc2ccco2)=C(/[O-])c2ccccc2Cl)c1	0.44	-3	82	107	-12	-5	4	92	13
COc1ccc(NCc2nnc(SCC(=O)Nc3cc(C)cc(C)c3)o2)cc1	-1.2	-4	73	88	4	-1	14	98	-4
CC1CCCCN1S(=O)(=O)c1ccc(C(=O)Nc2sccc2C(N)=O)cc1 (configuration not stated)	-0.36	-1	79	75	-6	-4	19	94	1
CCN1CCN(c2nc3ccccc3nc2C(C#N)C(=O)OCc2ccccc2)CC1 (configuration not stated)	-0.12	25	68	71	7	-2	2	94	1
O=C(CCN1c2ccccc2Sc2ccccc21)Nc1ccccc1	-0.8	-18	84	71	-21	-7	28	96	-4
O=C(NC1CCSC1=O)c1ccc(Oc2cccc(C(F)(F)F)c2)nc1 (configuration not stated)	-0.24	3	nt	nt	0	-2	0	nt	-8
C=CCSc1nnc(-c2nnc(SCC=C)n2CC)n1CC	-0.94	-1	109	98	0	-9	10	98	-1
CC(C)n1c(SCC(=O)Nc2nc3ccccc3s2)nc2c1c(=O)n(C)c(=O)n2C	-0.5	-38	69	29*	nt	19*	nt	96	nt
CCCn1c(NCc2ccc3c(c2)OCO3)nc2ccccc21	0.18	nt	87	95	1	nt	-3	94	1
CC(=O)c1ccc(NC(=O)CSCCO)cc1	-0.9	-13	91	83	-3	-3	16	103	3
COC(=O)C1CCN(C(=O)c2ccc(NC(C)=O)cc2)CC1	-0.92	-5	110	98	5	-11	1	107	0
COc1ccc(C2CC(c3cc(OC)ccc3OC)n3nnnc3N2)cc1 (configuration not stated)	2.7	-1	92	81	4	2	0	94	5
COc1ccc(OC)c(S(=O)(=O)N2CCC(C(=O)NCCC3=CCCCC3)CC2)c1	-0.84	nt	107	84	-5	nt	0	96	-4
CC(=O)NCC1=C(NC(C)=O)C2CC1C(C)(C)C2C (configuration not stated)	nt	-5	89	96	7	-6	6	92	6
Cc1cc(S(=O)(=O)Nc2cc(C)c(O)c(C)c2)c(C)s1	-0.036	-2	88	89	2	-6	2	91	-8
C=CCN(C(=O)CCC(=O)Nc1cc(C)on1)C(C(=O)NC1CCCC1)c1cccnc1 (configuration not stated)	0.061	1	103	90	-6	-2	17	96	-2
COc1ccc(S(=O)(=O)N(CC(=O)NCC2CCCO2)c2ccc(F)cc2)cc1OC (configuration not stated)	-0.21	-2	112	97	2	-7	9	94	-4

As a working copy, three of the compounds above.
SMILES	hDAT+cocaine	S1P2 blocker	HUVEC inhibit	H69AR inhibit	Ecoli WT expand	S1P2 ag	PostGolgi ctrl	Lung fibro prol	PostGolgi yeast
Cc1cc(S(=O)(=O)Nc2cc(C)c(O)c(C)c2)c(C)s1	-0.036	-2	88	89	2	-6	2	91	-8
C=CCN(C(=O)CCC(=O)Nc1cc(C)on1)C(C(=O)NC1CCCC1)c1cccnc1 (configuration not stated)	0.061	1	103	90	-6	-2	17	96	-2
COc1ccc(S(=O)(=O)N(CC(=O)NCC2CCCO2)c2ccc(F)cc2)cc1OC (configuration not stated)	-0.21	-2	112	97	2	-7	9	94	-4

Next part
SMILES	hDAT+cocaine	S1P2 blocker	HUVEC inhibit	H69AR inhibit	Ecoli WT expand	S1P2 ag	PostGolgi ctrl	Lung fibro prol	PostGolgi yeast
COc1c(Br)cc(Br)cc1/C=N/n1c(C)nnc1C	-0.65	0	59	25*	3	-5	13	71	-3
COc1ccc(N(C(=O)Cn2nnc(-c3ccc(Cl)cc3)n2)C(C(=O)NCC2CCCO2)c2ccc(C)cc2)cc1 (configuration not stated)	0.73	-3	nt	nt	0	-5	-2	nt	21
Cc1ccc(NC(=O)NCC(c2cccnc2)N2CCOCC2)cc1 (configuration not stated)	0.04	6	112	90	-2	-5	4	102	-1
O=C(NCc1ccco1)c1cc2ccc(O)cc2oc1=O	0.39	-174	69	69	7	82*	20	82	16
O=C(CCCc1c[nH]c2ccccc12)NCc1ccc2c(c1)OCO2	0.09	-22	89	92	10	-5	-5	101	0
CN(c1ccc(OCC(=O)N2CCCCC2)cc1)S(=O)(=O)c1cccs1	3*	nt	92	100	3	nt	-2	106	3
CCOC(=O)c1ccc(N2C(=O)CC(N(C)CCc3ccc(OC)c(OC)c3)C2=O)cc1 (configuration not stated)	0.58	5	nt	nt	-3	-5	-3	nt	-4
N#Cc1ccc(C23CC4CC(CC(C4)C2)C3)[nH]c1=O	-0.97	11	100	86	-3	-10	4	97	-5
CC(=O)c1cccc(NC(=O)C2CCCN(S(C)(=O)=O)C2)c1 (configuration not stated)	0.11	10	99	94	5	-5	3	97	9
CCc1c(C)sc(NC(=O)OC)c1C(=O)N1CCOCC1	-0.37	nt	92	96	-5	nt	-3	108	-3
Cc1c(/C=N\NC(=O)c2csc3ccccc23)cnn1C	-0.074	-1	nt	nt	-4	-10	-3	nt	1
COc1ccccc1N1CCN(C(=O)c2sc3nc(-c4ccc(F)cc4)cn3c2C)CC1	nt	nt	64	57	-6	nt	45*	99	-9
C=CCN1C(=O)CN=C1NCc1ccccc1	-0.037	12	93	nt	-1	3	8	99	2
Cc1ccc(Nc2nc3ccccc3o2)cc1F	0.79	1	nt	nt	-8	-1	22	nt	-3
CCCn1c(NC(=O)c2ccccc2)nc2ccccc21	2.1	30	86	31*	2	-6	39*	71	-1
Cc1ccc2[nH]cc(CCNC(=O)Nc3ccccc3)c2c1	0.23	-12	99	94	11	-2	8	103	-2
